Bioassay records as filed in PubChem.
PAX8 reporter – inhibitors of PAX8 transcriptional activity in RMG-I cells. RMG-I TPO-luciferase reporter, SteadyGlo, 24 h. inhibition, % at 12.6 µM. 360,000 compounds, 1.2% hits. AID 652154;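 active = mean replicate inhibition at least 60% with every replicate also reaching 60%; inconclusive = only one of the two criteria is met; inactive = mean below 60% and not all replicates reaching 60%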;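 note: luciferase light reporting Pax8 driven TPO promoter activity; plate controls were median of neutral control wells for no effect and mitoxantrone controls for full effect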
ARNT TACC3 PPI – ARNT/TACC3 interaction disruption; Q9Y6A5; AlphaScreen His-ARNT PAS-B/GST-TACC3 binding, luminescence; TACC3 fragment carries E629A point mutation; inhibition, % at 9.99 µM; 390,000 compounds, 0.66% hits; AID 623870;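 active = mean inhibition of replicates at least 50% and at least half of replicates each reaching 50%; inconclusive = half or more replicates reach 50% but mean below 50%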;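 note: 0% = complete ARNT plus TACC3 wells and 100% = ARNT alone without TACC3; many hits fall short of the cut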
GSIS activator – GLuc luminescence reporter in INS-1E cells, primary screen for activators of glucose-dependent secretion of insulin | INS-1E GLuc reporter insulin secretion, 2-3 h | activation, % at 16.6 µM | 370,000 compounds, 0.61% hits;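 active = lowest replicate activation of at least 40%, so every replicate reaches that level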;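 note: 0% = median of neutral control wells and 100% = median of IBMX positive control wells; some compounds called inactive have numbers as strong as hits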
EWS-Fli block – blocks EWS/Fli oncoprotein-driven transcription; A673 NR0B1-luciferase reporter, viability-normalised; inhibition, % at 12.6 µM; 350,000 compounds, 0.67% hits;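 active = mean inhibition of at least 50% after viability correction, with every replicate also passing that limit; inconclusive = mean reaches 50% but only one of two replicates passes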;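 note: firefly luciferase signal divided by Alamar Blue viability fluorescence both relative to DMSO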
ERp5 block – ERp5 (human) disulfide isomerase inhibition | ERp5 insulin aggregation, absorbance 650 nm, 90 min | inhibition, % at 9.99 µM | 350,000 compounds, 0.05% hits | AID 651711;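 active = mean replicate inhibition above about 25%, with every replicate also reaching it, limit read from the data, passing the limit was not always enough; inconclusive = only one of those two criteria met; inactive = neither criterion met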
Target sequence (Q15084 whole entry, looked up): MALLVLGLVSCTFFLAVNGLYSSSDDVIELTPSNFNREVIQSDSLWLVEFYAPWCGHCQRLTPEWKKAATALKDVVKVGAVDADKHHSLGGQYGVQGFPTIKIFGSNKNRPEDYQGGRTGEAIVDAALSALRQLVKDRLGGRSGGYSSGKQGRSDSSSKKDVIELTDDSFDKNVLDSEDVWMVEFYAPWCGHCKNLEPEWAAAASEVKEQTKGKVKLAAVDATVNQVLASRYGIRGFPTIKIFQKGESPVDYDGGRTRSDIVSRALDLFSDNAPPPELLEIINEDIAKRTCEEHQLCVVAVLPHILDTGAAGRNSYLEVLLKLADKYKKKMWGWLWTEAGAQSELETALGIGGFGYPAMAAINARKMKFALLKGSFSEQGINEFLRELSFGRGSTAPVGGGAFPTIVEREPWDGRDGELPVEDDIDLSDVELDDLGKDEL
DENV2 CPE – inhibitors of DENV2 cytopathic effect; 350,000 compounds, 1.7% hits; DENV2-infected cells, cytopathic effect rescue, plate reader; CPE inhibition, % at 9.99 µM; in the data active = CPE inhibition above about 20%, passing the limit was not always enough; inconclusive = no clear call, values can overlap the other calls; tested in BHK-21 cells;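 note: 0% = median of neutral control wells and 100% = median of positive control wells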
Xi reactivation – X-chromosome reactivation activator | activation, % at 7.58 µM | XiGFP mouse fibroblasts, % GFP-positive cells imaging, 3 d; cells co-treated with 5-aza-dC sensitizer; scaled so ellipticine positive control = 100% | AID 743238 | 360,000 compounds, 0.055% hits;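 active = mean normalized replicate activation at least 10% and every replicate at or above 10%; inconclusive = only one of the two criteria met; inactive = mean below 10% and not all replicates reach 10%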;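 note: 0% = median of on-plate neutral control wells and 100% = ellipticine 6 µM median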
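System: 68-5-11 XiGFP fibroblast line; Timing: 3 days compound exposure; Compound dosing: one concentration, pinned; Benchmarks: positive control ellipticine, 6 µM final; Buffer or medium: DMEM containing 5-aza-dC.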
F508del corr – CFTR F508del correction in bronchial cells | activity (quench increase), % at 7.58 µM | AID 720511 | 350,000 compounds, 0.36% hits | CFBE cells, YFP halide quenching; stimulated with forskolin plus potentiator P3; % fluorescence drop versus neutral controls;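 active = mean added fluorescence quench of at least 8% versus neutral control, with both replicates also reaching 8%; inconclusive = only one of the mean or replicate conditions met; inactive = mean below 8% and not both replicates reaching 8%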;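 note: cells transiently co-express mutant CFTR-F508del with the halide-sensitive YFP; corrector assay measuring rescue of mutant channel to the surface after 24 h compound exposure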
* hit, by the source's call; u = inconclusive; x = no result given. Rows were taken by chance; overall some 4.2% were active at least once.

item | SMILES | PAX8 reporter | ARNT TACC3 PPI | GSIS activator | EWS-Fli block | ERp5 block | DENV2 CPE | Xi reactivation | F508del corr
1 | CO[C@H]1CN(C)C(=O)c2ccc(NS(C)(=O)=O)cc2OC[C@@H](C)N(CC2CCCCC2)C[C@H]1C | x | -2 | 2 | 2 | 2 | -2 | -0.2 | -2.5
2 | Cc1cccc(NC(=O)c2cc(S(=O)(=O)N3CCc4ccccc43)cn2C)c1C | 7 | -3 | -2 | -1 | 12 | -2 | -0.1 | 3.5
3 | O=C(Cc1ccncc1)NCC[C@@H]1CC[C@H](NC(=O)C2CCCC2)[C@H](CO)O1 | 15 | -6 | 21 | -4 | 4 | 6 | -0.1 | 1.0
4 | CC1(C)CC(N2CCCC2)=CC(=[N+]2CCCC2)C1 | 13 | -15 | -33 | 8 | -4 | -1 | -0.1 | x
5 | Cc1ccc(S(=O)(=O)Nc2ccc3c(c2)C(=O)N([C@@H](C)CO)C[C@@H](C)[C@@H](CN(C)S(=O)(=O)c2ccc(C)cc2)O3)cc1 | 10 | 2 | -11 | -11 | -3 | u | 0.4 | 0.4
6 | COc1ccc(S(=O)(=O)N(C)C[C@H]2Oc3ccc(NS(=O)(=O)c4ccc(C)cc4)cc3CC(=O)N([C@@H](C)CO)C[C@H]2C)cc1 | -5 | -2 | -3 | 25 | x | 4 | -1.2 | 0.5
7 | Cn1c(COc2ccc(F)cc2)nnc1SCC(=O)NC1CC1 | -1 | -18 | 5 | 10 | 0 | -7 | 0.0 | -2.2
8 | CSCCC1NC(=O)N(CC(=O)Nc2cc(C)on2)C1=O (stereo not drawn) | -5 | x | 0 | -43 | 5 | 1 | 0.2 | 4.0
9 | COc1ccc(Cl)cc1NC(=O)C(C)N(C)Cc1ccc(C(F)(F)F)cc1 (stereo not drawn) | 16 | 22 | -24 | -12 | 12 | -2 | -0.1 | x
10 | O=C(Cc1cccs1)Nc1cc(SCCO)cc([N+](=O)[O-])c1 | 5 | 1 | -2 | x | x | x | 0.2 | x
11 | N#CC(C(O)c1ccccc1)N1CCOCC1 (stereo not drawn) | 2 | x | x | 6 | -6 | -1 | 0.0 | -1.0
12 | CCCn1c(SCC(=O)NC2CCCC2)nnc1C(C)C | -3 | -5 | 33 | 3 | -2 | -3 | 0.1 | 0.8
13 | Cc1nc2ccccc2nc(C)c1=NOCc1ccc(C#N)cc1 | 12 | 12 | 15 | x | x | x | -0.1 | x
14 | Cc1ccc(/C=C2\SC(=O)N(CCC(=O)N3CCN(C)CC3)C2=O)cc1 | -95 | -1 | 50* | -84 | -4 | u | 0.1 | -0.5
15 | C[C@@H]1CN([C@@H](C)CO)C(=O)c2cccc(NS(=O)(=O)c3cccs3)c2O[C@H]1CN(C)S(=O)(=O)c1ccccc1 | x | 4 | 5 | -7 | -2 | 9 | -1.4 | 1.9

Profiles as entered above:
`O=C(Cc1ccncc1)NCC[C@@H]1CC[C@H](NC(=O)C2CCCC2)[C@H](CO)O1` reads PAX8 reporter = 15; ARNT TACC3 PPI = -6; GSIS activator = 21; EWS-Fli block = -4; ERp5 block = 4; DENV2 CPE = 6; Xi reactivation = -0.1; F508del corr = 1.0
`CCCn1c(SCC(=O)NC2CCCC2)nnc1C(C)C` reads PAX8 reporter = -3; ARNT TACC3 PPI = -5; GSIS activator = 33; EWS-Fli block = 3; ERp5 block = -2; DENV2 CPE = -3; Xi reactivation = 0.1; F508del corr = 0.8

Additional results
item | SMILES | PAX8 reporter | ARNT TACC3 PPI | GSIS activator | EWS-Fli block | ERp5 block | DENV2 CPE | Xi reactivation | F508del corr
16 | O=C(CCc1ccc(S(=O)(=O)N2CCOCC2)cc1)Nc1c(F)cccc1F | 2 | -3 | 0 | 11 | -3 | -2 | 0.0 | 5.2
17 | C[C@H]1CCCCO[C@H](CN(C)Cc2ccc3c(c2)OCO3)[C@@H](C)CN([C@@H](C)CO)C(=O)c2cc(NS(=O)(=O)c3cn(C)cn3)ccc2O1 | 1 | -2 | 10 | -8 | x | -1 | 0.0 | -5.1
18 | Cc1ccc(S(=O)(=O)C2C(=O)N(C)C3(C)CC2c2ccccc2O3)cc1 (stereo not drawn) | 12 | -23 | x | -5 | 6 | 4 | -0.4 | x
19 | C[C@H](CO)N1C[C@H](C)[C@H](CN(C)Cc2ccc(-c3ccccc3)cc2)Oc2ccc(NS(=O)(=O)c3ccc(Cl)cc3)cc2CC1=O | -24 | x | 6 | -1 | x | x | 0.0 | -0.4
20 | Cc1ccc(S(=O)(=O)N2CCOCC2)cc1C(=O)NC1CCCC(C)C1C (stereo not drawn) | 2 | -7 | 3 | 0 | 2 | -5 | 0.2 | -1.9
21 | COc1ccc(OC)c(NC(=O)Cn2c(CCC(=O)O)ccc2-c2ccc(C)cc2)c1 | -14 | -1 | 17 | 10 | -17 | x | 0.2 | -0.2
22 | Cc1cc(C)c(NC(=O)CN(C)S(=O)(=O)c2ccc3c(c2)n(C)c(=O)c(=O)n3C)c(C)c1 | 26 | -1 | x | -3 | -1 | 4 | 0.1 | -0.4
23 | C[C@@H]1CN([C@@H](C)CO)C(=O)c2cccc(NS(C)(=O)=O)c2O[C@@H]1CN(C)C(=O)NC1CCCCC1 | -17 | 0 | 12 | -5 | -6 | 5 | -1.1 | 0.5
24 | COc1cc(CN2CCN(c3cccc(C)c3C)CC2)cc([N+](=O)[O-])c1O | 26 | 3 | -10 | 5 | -3 | 1 | 0.3 | -1.5
25 | Cc1cc(N(C)N)nc(NC(=O)NS(=O)(=O)c2ccccc2Cl)n1 | 6 | 59* | -4 | 4 | 1 | 0 | 0.1 | 4.2
26 | CC(C)(C)c1ccc(C(=O)NC(=S)N2CCOCC2)cc1 | -172 | 2 | -9 | -37 | 2 | -2 | -0.1 | 1.7
27 | C[C@@H]1CN([C@@H](C)CO)S(=O)(=O)c2ccc(C#C[C@@H](C)O)cc2O[C@H]1CN(C)C(=O)CN(C)C | x | -17 | 12 | -10 | -4 | 3 | -0.7 | 0.5
28 | C[C@@H]1CN([C@@H](C)CO)C(=O)c2cc(NS(C)(=O)=O)ccc2O[C@@H](C)CCCCO[C@@H]1CN(C)Cc1ccncc1 | -3 | -7 | 17 | 6 | -1 | -4 | 0.0 | -1.1
29 | C[C@H]1CN([C@@H](C)CO)C(=O)c2cc(NS(C)(=O)=O)ccc2O[C@H]1CN(C)Cc1ccc(Cl)c(Cl)c1 | 7 | 6 | -13 | -1 | -2 | 1 | -0.1 | 5.2
30 | NC(=O)C1CCN(c2ccnc3cc(Cl)ccc23)CC1 | -10 | -5 | 11 | 6 | 2 | -2 | -0.5 | -1.3
31 | COc1cccc(CNC(=O)CCc2nnc(C3CCCCC3)o2)c1 | 0 | -6 | -3 | -3 | 1 | 10 | 0.0 | -2.6
32 | NC(=O)c1nnsc1-c1ccco1 | -15 | 2 | 2 | 3 | -3 | 3 | 0.0 | 0.2
33 | CC(=O)C1=C(O)C(CSCc2ccccc2)N(C)C1=O (stereo not drawn) | 7 | 29 | -8 | -9 | -4 | 4 | 0.3 | -1.3
34 | CCCNC(=O)N1[C@@H]2CN(C(=O)C3CCOCC3)c3ccccc3[C@@H]2[C@@H]1CO | -5 | 3 | 10 | 1 | 2 | -3 | 0.0 | -1.5
35 | C[C@@H]1CN([C@H](C)CO)C(=O)c2cc(C#Cc3ccccc3F)cnc2O[C@H]1CN(C)S(C)(=O)=O | 8 | 34 | -3 | -9 | 3 | -1 | 0.1 | x
36 | COc1ccc(N2C3=C(C(=O)CC(C)(C)C3)C(c3ccccc3OC)C3=C2CC(C)(C)CC3=O)cc1 | 4 | 0 | -1 | 9 | 2 | 2 | 0.3 | -3.7
37 | C[C@@H]1CCCCO[C@@H](CN(C)C(=O)Nc2cccc3ccccc23)[C@@H](C)CN([C@@H](C)CO)C(=O)c2cc(NC(=O)c3ccccc3)ccc2O1 | -6 | 9 | 13 | 18 | -3 | 0 | 0.3 | -1.4
38 | CCOC(=O)c1ccc(NC(=O)c2sc3nc4n(c(=O)c3c2C)CCC4)cc1 | -3 | 12 | 1 | -49 | 5 | 0 | 0.0 | 3.3
39 | CO[C@H]1CN(C)C(=O)c2cc(NC(=O)c3ccc4c(c3)OCO4)ccc2OC[C@@H](C)NC[C@@H]1C | -14 | 3 | 14 | -6 | -3 | 4 | 0.2 | -4.5
40 | COc1ccc(CCNC(=O)c2coc3ccccc3c2=O)cc1 | -9 | -3 | 4 | 5 | 5 | -5 | 0.0 | 1.8
41 | CO[C@H]1CN(C)C(=O)c2cc(NC(=O)C3CCC3)ccc2OC[C@@H](C)N(Cc2ccccn2)C[C@H]1C | -1 | x | 5 | -14 | x | x | 0.1 | -4.0
42 | CCN1C(=O)CSC1=Nc1cccc(C(=O)O)c1 | -29 | -9 | 2 | -6 | 3 | -1 | 0.2 | 1.8
43 | COc1ccc(/C=N/N2CCN(c3ccc(Cl)cc3)CC2)cc1O | 17 | -9 | 4 | 17 | -1 | 32* | 0.0 | -1.4
44 | O=C(C[C@@H]1CC[C@H]2[C@@H](COC[C@H](O)CN2C(=O)Nc2cccc(Cl)c2)O1)NCC1CCCCC1 | -18 | -2 | -19 | -52 | 0 | -9 | -0.1 | 4.2
45 | Clc1ccc(SCc2cc(N3CCOCC3)nc(-c3ccccn3)n2)cc1 | 31 | 60* | -58 | 29 | -9 | -1 | 1.5 | 8.1*

Next section (2 carried over from the part before).
item | SMILES | PAX8 reporter | ARNT TACC3 PPI | GSIS activator | EWS-Fli block | ERp5 block | DENV2 CPE | Xi reactivation | F508del corr
44 | O=C(C[C@@H]1CC[C@H]2[C@@H](COC[C@H](O)CN2C(=O)Nc2cccc(Cl)c2)O1)NCC1CCCCC1 | -18 | -2 | -19 | -52 | 0 | -9 | -0.1 | 4.2
45 | Clc1ccc(SCc2cc(N3CCOCC3)nc(-c3ccccn3)n2)cc1 | 31 | 60* | -58 | 29 | -9 | -1 | 1.5 | 8.1*
46 | CC/C(=N/NC(=O)c1ccccc1O)c1c(C)[nH]n(-c2ccccc2)c1=O | 7 | 35 | -30 | 5 | -5 | -6 | 0.0 | 2.1
47 | CCN(CC(=O)Nc1ccc(NC(C)=O)cc1)C(=O)c1sc2nc3n(c(=O)c2c1C)CCC3 | 2 | x | 10 | -1 | 3 | -3 | 0.0 | 0.2
48 | CCCCc1nnc(NC(=O)CCS(=O)(=O)c2ccc(C)cc2)s1 | 79* | 2 | -14 | -24 | 3 | 2 | 0.1 | -6.7
49 | COc1ccc2c3c(n(C)c2c1)[C@H](CO)N(C)CC31CN(C(=O)c2ccccc2F)C1 | x | x | -9 | -3 | -3 | -4 | 0.2 | 2.7
50 | O=[N+]([O-])c1cccc(-c2csc(Nc3ccccc3)n2)c1 | -35 | 4 | 3 | -100 | -2 | 1 | 0.1 | 0.7
51 | CO[C@@H]1CN(C)C(=O)c2cc(NC(C)=O)ccc2OC[C@@H](C)N(Cc2ccc(-c3ccccn3)cc2)C[C@H]1C | -6 | 7 | -3 | -13 | -2 | 16 | 0.1 | -1.7
52 | O=C(O)c1ccccc1C(=O)Nc1ccc(S(=O)(=O)Nc2nccs2)cc1 | -9 | -2 | x | -3 | -1 | -9 | 0.0 | 3.5
53 | COc1ccc2[nH]c(=S)cc(C)c2c1 | -2 | -3 | 2 | -10 | -2 | 7 | 0.2 | 2.2
54 | Cc1ccc(C(=O)c2oc3ccccc3c2NC(=O)c2cc(-c3cc(C)ccc3O)n[nH]2)cc1 | -12 | -3 | 8 | 23 | -4 | 0 | 9.3 | 1.3
